# Bioassay records from PubChem BioAssay.
# USP1 inh – Inhibitors of USP1/UAF1: Primary Screen; recombinant USP1/UAF1, Ub-Rhodamine cleavage fluorescence; Potency, µM (titrated, usually from 57.1 µM), inactives show at the highest dose activity change, negative = inhibition, hits mostly inhibitors; hit rate 0.23% among 390,000; AID 743255, 2014; note: potency is the fitted concentration of half-maximal effect; % is set by controls: 0 for no effect and ±100 for the full control effect; nearly all actives have a fitted effect of over 60% in size; inactives centre near -12
# Target sequence (O94782 whole entry, looked up): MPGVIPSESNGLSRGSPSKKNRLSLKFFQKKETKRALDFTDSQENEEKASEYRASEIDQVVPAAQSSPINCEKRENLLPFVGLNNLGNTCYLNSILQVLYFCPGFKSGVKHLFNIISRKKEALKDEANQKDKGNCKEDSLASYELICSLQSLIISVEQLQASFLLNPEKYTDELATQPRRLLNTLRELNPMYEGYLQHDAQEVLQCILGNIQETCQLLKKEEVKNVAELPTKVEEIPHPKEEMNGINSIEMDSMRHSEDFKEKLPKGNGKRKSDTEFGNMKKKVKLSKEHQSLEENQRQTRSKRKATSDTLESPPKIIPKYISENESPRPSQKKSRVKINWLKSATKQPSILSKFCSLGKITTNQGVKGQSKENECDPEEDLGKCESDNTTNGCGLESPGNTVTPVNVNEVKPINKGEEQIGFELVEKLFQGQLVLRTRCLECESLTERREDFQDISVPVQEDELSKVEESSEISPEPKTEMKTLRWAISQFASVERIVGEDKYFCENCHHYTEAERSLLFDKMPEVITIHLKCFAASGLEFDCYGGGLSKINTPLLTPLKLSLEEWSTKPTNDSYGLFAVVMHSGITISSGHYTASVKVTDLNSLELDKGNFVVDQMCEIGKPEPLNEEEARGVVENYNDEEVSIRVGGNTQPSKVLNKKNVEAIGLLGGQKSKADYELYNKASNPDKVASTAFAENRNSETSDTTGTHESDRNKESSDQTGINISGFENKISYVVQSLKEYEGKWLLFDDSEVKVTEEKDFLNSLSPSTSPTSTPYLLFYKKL
#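 In this screen, compounds sit with the deubiquitinase complex (1nM) for 15 min at room temperature before Ub-Rho is added at 150nM final. Fluorescence rise is then followed for 6 reads every 60 seconds.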
# Vif-APOBEC3G blk – qHTS for Inhibitors of Vif-A3G Interactions: qHTS | DNA dC->dU-editing enzyme APOBEC-3G (Homo sapiens), Q9HC16 | HeLa A3G-eYFP + Vif (tagged APOBEC3G with the HIV-1 protein that degrades it), YFP fluorescence, overnight | AID 602310, 2012 | hit rate 0.076% among 410,000 | Potency, µM (titrated, usually from 46.1 µM), for the others: at the top dose activity, negative = active, most hits filed as inhibitors;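 note: potency is the fitted concentration of half-maximal effect; % is set by controls: 0 for no effect and ±100 for the full control effect; nearly all actives have a fitted effect of over 60% in size; hits raise eYFP signal because A3G escapes Vif-driven loss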
#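 Read-out is eYFP fluorescence (Ex 488/Em 500-530) from Vif-expressing HeLa A3G-eYFP cells; more signal means A3G escaped Vif-mediated degradation. Cells plated overnight, compound pinned in, incubated overnight at 37 deg C.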
# LDHA block – qHTS assay for inhibitors of human lactate dehydrogenase; L-lactate dehydrogenase A chain (Homo sapiens), P00338; activity change, % (values are at about 110 or 230 µM); hit rate 0.15% among 480,000; purified LDHA, NADH/diaphorase-resazurin fluorescence; active compounds read low; in the data active = activity change below about -30%; inconclusive = mostly about -25% to -30%;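 note: plate controls were DMSO wells for no effect and wells without enzyme for full effect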
#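 Enzyme activity of human lactate dehydrogenase 5 (2 nM; 0.06 mM NADH, 0.2 mM pyruvate, 5 min, RT) is measured via a resazurin/diaphorase fluorescence readout of residual NADH.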
# GRP78 ERSR act – qHTS for Inducers of the Endoplasmic Reticulum Stress Response (ERSR) in Human Glioma: qHTS. U87-MG GRP78 promoter luciferase reporter, 16 h. hit rate 0.02% among 420,000. Potency, µM, without a hit: at the top dose activation, hits mostly activators; note: potency is the fitted concentration of half-maximal effect; series mostly up to about 76 µM; % of control where 0% means no effect; nearly all actives have a fitted effect of over 35% in size
#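 ERSR induction read as luciferase luminescence (Bright-Glo, 10 min at room temperature) in stably transfected human U87-MG glioma cells exposed to compounds for 16 h, using GRP78 as sensor.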
# RXFP1 ag – qHTS Assay for Agonists of the Relaxin Receptor RXFP1. Relaxin receptor 1 (Homo sapiens), Q9HBX9. HEK293T-RXFP1 cAMP TR-FRET, 30 min; response scale: percent of porcine relaxin response, buffer zero. Potency, µM (series often up to 57.5 µM), for inactives: top-dose activation, most hits filed as activators. hit rate 0.3% among 370,000. AID 2676, 2010; note: potency is the fitted concentration of half-maximal effect; % is set by controls: 0 for no effect and ±100 for the full control effect; nearly all actives have a fitted effect of over 60% in size; many of its hits are not listed in these tables
#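 Agonist response is measured as cAMP accumulation in an RXFP1-transfected HEK293T line under PDE4 inhibition. Values are scaled between buffer-only and 29 nM porcine relaxin, and EC50s come from standard Hill equation fits.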
# Vif-A3F inh – qHTS for Inhibitors of Vif-A3F Interactions: qHTS; HeLa A3F-eYFP + Vif (tagged APOBEC3F with the HIV-1 protein that degrades it), YFP fluorescence increase; Potency, µM (series often up to 46.1 µM), for inactives: top-dose activity, negative = active; hit rate 0.2% among 390,000; AID 602313, 2012; note: potency is the fitted concentration of half-maximal effect; % of control where 0% means no effect; nearly all actives have a fitted effect of over 65% in size
#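 HeLa cells stably expressing A3F-eYFP plus Vif, plated and incubated overnight at 37 deg C, then exposed to compounds overnight at 37 deg C. Blocked degradation read as raised yellow fluorescence (Ex 488/Em 500-530).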
# IDH1 R132H inh – qHTS for Inhibitors of mutant isocitrate dehydrogenase 1 (IDH1): qHTS. Isocitrate dehydrogenase [NADP] cytoplasmic (Homo sapiens), O75874. IDH1-R132H enzyme, NADPH consumption, diaphorase/resazurin fluorescence. Potency, µM (doses to about 76.6 µM), without a hit: at the top dose activity change, negative = inhibition, most hits filed as inhibitors. hit rate 0.093% among 390,000. AID 602179, 2012; note: potency is the fitted concentration of half-maximal effect; % is set by controls: 0 for no effect and ±100 for the full control effect; nearly all actives have a fitted effect of over 65% in size
#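 IDH1-R132H (0.5 ug/mL dispensed) in pH 7.5 Tris buffer was preincubated 30 min with compound, then given a substrate mix of 0.016 mM NADPH and 2 mM alpha-KG for 80 min at room temperature; remaining NADPH was read by diaphorase/resazurin fluorescence.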
# TrxR1 substrate – qHTS Assay for Substrates of Mammalian Selenoprotein Thioredoxin Reductase 1 (TrxR1): qHTS | Thioredoxin reductase 1, cytoplasmic (Rattus norvegicus), O89049 | purified TrxR1 substrate turnover, NADPH consumption readout | Potency, µM (top dose mostly 114 µM), inactives show top-dose activity change, negative = substrate turnover | hit rate 0.01% among 390,000; note: potency is the fitted concentration of half-maximal effect; % is set by controls: 0 for no effect and ±100 for the full control effect; nearly all actives have a fitted effect of over 50% in size
#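 Rat TrxR1, dispensed at 90 nM, was prereduced with 400 uM NADPH (final) for 5 min at ~22 deg C, then incubated with compound 15 min before 400 uM selenite. A first-read NADPH fluorescence drop versus no-compound background flagged substrates.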
# PI4K2A block – qHTS for small molecular inhibitors of PI4K2A; activity change, negative = inhibition, % at 76.9 µM; Phosphatidylinositol 4-kinase type 2-alpha (Homo sapiens), Q9BTU6; hit rate 0.13% among 420,000; AID 1346378, 2018; purified PI4K2A, ADP-Glo luminescence, 1 h; active compounds read low; in the data active = activity change below about -50%; inconclusive = mostly about -30% to -49%;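 note: -100% = wells without enzyme as full effect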
#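 ADP-Glo luminescence measured ADP generated by PI4K2A enzyme (4 ug/mL before mixing) with 1.2 mM PI substrate (pre-mix) and 300 microM ATP (pre-mix). Tris pH7.5 buffer with MgCl2, Triton X-100; 1 h reaction at ambient temperature.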
# * marks the source's active call; other numbers are inactive results; ? = inconclusive; . = not tested or not shown; & = joins results of further samples; [ ] = dose if it differs, or a comment. Unless noted, calls come from the whole dose curve; as a rule, active = well fitted curve in the direction sought with a large enough effect; inconclusive = small, poorly fitted or top-dose-only effect, or another doubt; inactive = no such curve, though single readings can be large; an effect the other way counts as inactive or inconclusive. These rows are one share of the data; count on the stated rates, not on these rows.
USP1 inh	Vif-APOBEC3G blk	LDHA block	GRP78 ERSR act	RXFP1 ag	Vif-A3F inh	IDH1 R132H inh	TrxR1 substrate	PI4K2A block	structure
-2%	0%	0	0%	-1.0%	-7%	-1%	-1%	-3	C=CCNC(=O)N1CCC(n2nccc2NC(=O)CCCc2ccccc2)CC1
-19%	-3%	-2	0%	12%	-10%	10%	25%	3	COC(=O)c1ccc(C(=O)OC)c(NC(=O)N2c3ccccc3Sc3ccccc32)c1
-5%	-1%	1	-5%	0.5%	4%	2%	-10%	5	CCOCC(O)CNc1ccccc1 (configuration not stated)
-26%	1%	-10	-5%	-2.1%	0%	3%	5%	1	CS(=O)(=O)c1cnc(-c2ccccc2)nc1Oc1ccc(Cl)cc1
7%	-1%	-20	-4%	0.1%	-1%	7%	-6%	-2	CC(C)(C)c1ccc(OCCCN2CCCC2)cc1
-6%	3%	6	0%	-1.1%	-8%	-1%	-9%	-5	C=CCN1C(=O)N/C(=C/c2ccc(C)o2)C1=O
.	-3%	-1	-5%	.	.	.	.	-1	CC1(Oc2cccnc2Cl)CCN(Cc2ccc(OC(F)(F)F)cc2)C1 (configuration not stated)
-16%	-13%	6	-12%	0.0%	2%	2%	7%	23	COc1ccc(C(=O)CCN2CCCCCC2)cc1
.	-7%	-2	8%	.	.	.	.	-3	Cc1noc(C)c1-c1ccc(C(=O)NCc2ccccc2)c2occc12
-2%	-1%	-5	-2%	.	-12%	2%	7%	-8	O=S(OCCN1CCOCC1)C(c1ccccc1)c1ccccc1 (configuration not stated)
?	1%	4	0%	0.3%	-3%	9%	2%[57.1 µM]	-1	Cc1cccc(OCC(=O)OCc2cc(=O)n3nc(C4CCCCC4)sc3n2)c1
-19%	0%	-2	-1%	-2.1%	0%	-4%	-11%	4	CCOc1ccc(CNC(=O)C2CCCN(S(=O)(=O)N3CC(C)CC(C)C3)C2)cc1OC (configuration not stated)
-7%	1%	-10	-6%	1.6%	-10%	7%	-10%	4	CCc1nnc(NS(=O)(=O)c2ccc(NC(=S)NC(=O)/C=C/c3ccc(OC)cc3)cc2)s1
-10%	0%	-10	-2%	0.8%	-3%	2%	98%[activator]	1	c1ccc(-n2nnnc2SCc2cn3cccnc3n2)cc1
-3%	-1%	-8	-5%	6.0%	-15%	2%	5%[57.1 µM]	4	CCOc1ccc2nc(NC(=S)NCc3ccccc3)sc2c1

# (next part)
USP1 inh	Vif-APOBEC3G blk	LDHA block	GRP78 ERSR act	RXFP1 ag	Vif-A3F inh	IDH1 R132H inh	TrxR1 substrate	PI4K2A block	structure
-18%	0%	-8	-3%	0.2%	2%	-4%	2%[57.1 µM]	10	O=C(NCCCN1CCOCC1)c1ccc(CS(=O)(=O)Cc2ccc(Cl)cc2)o1
-3%	1%	0	-2%	2.7%	0%	0%	2%	1	O=C1CCCN1CCC1CCN(C(=O)Nc2ccccc2)CC1
-12%	-1%	-5	-2%	3.4%	1%	-6%	-3%	2	CCOc1ccc(NC(=NCc2ccc3c(c2)OCO3)SC2CC(=O)N(c3ccccc3)C2=O)cc1 (configuration not stated)
-8%	-6%	-1	-1%	1.8%	2%	0%	3%	6	O=C(NCc1ccccn1)c1c(Cl)cccc1Cl
-15%	2%	0	-4%	0.1%	0%	-10%	-3%	-2	CCN1CCC(N2CCN(c3ccc(Cl)cc3)CC2)CC1
-10%	3%	-1	-2%	-0.2%	0%	6%	-11%	-1	O=C(NNC1=C(C(=O)C(F)(F)F)CCC1)c1cccc(O)c1
-10%	?	-2	3%	-0.2%	0%	2%	2%	-4	Cc1occc1C(=O)Nc1c(F)c(F)c(F)c(F)c1F
-6%	-2%	-18	-1%	-1.0%	-4%	2%	10%	-3	CCOC(=O)C1CCCN(Cc2ccc(OCC)cc2)C1 (configuration not stated)
.	-18%	-1	2%	.	.	.	.	-15	Cc1ccc(Cc2c(-c3cccc(Br)c3)nc3ccc(Br)cn23)cc1
-19%	3%	0	-4%	0.0%	8%	-8%	4%	1	OCC1(CO)COC(CCc2ccccc2)=N1
-17%	1%	1	-3%	1.8%	5%	5%	-2%	-28	CCOc1ccc(NC(=O)CC(NCc2ccccn2)C(=O)O)cc1 (configuration not stated)
-6%	-2%	-6	-2%	-0.2%	-3%	8%	1%	3	Cc1onc(-c2ccccc2)c1C(=O)NCc1ccccc1F
-21%	-3%	2&-4	0%	0.0%	-7%	-1%	3%	-2	O=C(NCC1OCCc2ccccc21)c1ccc(NC(=O)c2cccc(Br)c2)cc1 (configuration not stated)
2%	-17%	-2	10%	-0.8%	-11%	0%	-12%	1	Cc1cc(C)cc(C(=O)/C=C2\NC(=O)CS2)c1
-26%	4%	1	-4%	.	-4%	11%	3%	-5	CC1(C)O[C@@H]2[C@H](O1)[C@@H](COS(=O)(=O)O)O[C@H]2n1cc(Br)c(=O)[nH]c1=O

# Some of the entries above in another layout:
canonical_smiles | USP1 inh | Vif-APOBEC3G blk | LDHA block | GRP78 ERSR act | RXFP1 ag | Vif-A3F inh | IDH1 R132H inh | TrxR1 substrate | PI4K2A block
Cc1occc1C(=O)Nc1c(F)c(F)c(F)c(F)c1F | -10% | ? | -2 | 3% | -0.2% | 0% | 2% | 2% | -4
CCOC(=O)C1CCCN(Cc2ccc(OCC)cc2)C1 (configuration not stated) | -6% | -2% | -18 | -1% | -1.0% | -4% | 2% | 10% | -3
Cc1ccc(Cc2c(-c3cccc(Br)c3)nc3ccc(Br)cn23)cc1 | . | -18% | -1 | 2% | . | . | . | . | -15
OCC1(CO)COC(CCc2ccccc2)=N1 | -19% | 3% | 0 | -4% | 0.0% | 8% | -8% | 4% | 1
CCOc1ccc(NC(=O)CC(NCc2ccccn2)C(=O)O)cc1 (configuration not stated) | -17% | 1% | 1 | -3% | 1.8% | 5% | 5% | -2% | -28
Cc1onc(-c2ccccc2)c1C(=O)NCc1ccccc1F | -6% | -2% | -6 | -2% | -0.2% | -3% | 8% | 1% | 3
O=C(NCC1OCCc2ccccc21)c1ccc(NC(=O)c2cccc(Br)c2)cc1 (configuration not stated) | -21% | -3% | 2&-4 | 0% | 0.0% | -7% | -1% | 3% | -2
Cc1cc(C)cc(C(=O)/C=C2\NC(=O)CS2)c1 | 2% | -17% | -2 | 10% | -0.8% | -11% | 0% | -12% | 1
CC1(C)O[C@@H]2[C@H](O1)[C@@H](COS(=O)(=O)O)O[C@H]2n1cc(Br)c(=O)[nH]c1=O | -26% | 4% | 1 | -4% | . | -4% | 11% | 3% | -5

# Other structures follow:
USP1 inh	Vif-APOBEC3G blk	LDHA block	GRP78 ERSR act	RXFP1 ag	Vif-A3F inh	IDH1 R132H inh	TrxR1 substrate	PI4K2A block	structure
-28%	0%	-2	12%	-2.3%	-14%	-14%	-8%	-3	CC1(C)Cc2c(cnn2-c2ccc(F)cc2)C(NC(=O)CCN2CCCC2=O)C1 (configuration not stated)
-6%	.	-4	.	7.1%	.	.	1%	2	COc1cccc(-c2csc(-c3c(N)c(C(=O)c4ccc5c(c4)OCO5)n4ccccc34)n2)c1
-20%	-1%	2	-2%	0.0%	2%	4%	0%	0	CC1CCN(S(=O)(=O)c2cn(CC(=O)N3CCN(C)CC3)c(=O)c3ccccc23)CC1
2%	1%	-5	-2%	0.1%	-2%	14%	8%[57.1 µM]	-2	CCOC(=O)C1CCN(S(=O)(=O)Cc2ccc(Cl)cc2)CC1
2%	2%	-5	-1%	2.4%	-2%	11%	15%[57.1 µM]	7	CCN(C(=O)c1cc2cccc(OC)c2oc1=O)c1ccccc1
-10%	-1%	-1	-5%	1.1%	2%	1%	7%[57.1 µM]	-7	Cc1cccc(CCNC(=O)CCc2nc(-c3ccccc3F)no2)c1
-15%	-10%	-3	-2%	-0.5%	-12%	-5%	1%	5	C=CCn1c(=N)n(CC(=O)c2ccc(Cl)cc2)c2ccccc21
-11%	-2%	2	-8%	0.6%	5%	-2%	-6%[57.1 µM]	-3	CCOc1ccc(-c2cc(CCCC(=O)NCc3ccco3)no2)cc1
4%	-2%	27	-2%	-1.2%	-7%	13%	11%	-13	COc1cccc(N2C(=O)CC(Nc3ccc(N4CCOCC4)cc3)C2=O)c1 (configuration not stated)
0%	0%	-4	-5%	1.2%	-4%	-12%	-7%	-2	Cc1ccc(C)c(C(C)NC(=O)C2CC=CCC2C(=O)O)c1 (configuration not stated)
-14%	1%	-6	-3%	0.5%	0%	-17%	-2%	6	CCc1ccc(C2=Nn3c(nnc3-c3cccs3)SC2)cc1
-18%	3%	1	-3%	0.9%	0%	-4%	-3%[57.1 µM]	-3	CC(C)(C)SC(=O)CC1NS(=O)(=O)OC2CCCCC12 (configuration not stated)
